M1 PAM parental = nonselective calcium activators in parental CHO-K1 cells, primary screen, counter-screen for M1 PAM project, cell-based, Fluo-8 calcium fluorescence, full deck, 1536-well; AID 602247, 2012; activation, % at 3 µM; ATP EC20; 0% at ATP EC20, 100% at ATP max; 0.02% of 360,000 active;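 active = activation above the run cutoff, the mean activation of all test compounds plus 3 SD, cut at about 40% in these data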;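 note: peak over basal fluorescence ratio in a 140 s read after ATP addition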
M1 ag = human M1 muscarinic receptor agonists, primary screen, Fluo-8 calcium fluorescence, CHO-K1 cells, HTS; CHO-K1 hM1, agonist mode; 0% DMSO, 100% acetylcholine EC100; activation, % at 3 µM; Muscarinic acetylcholine receptor M1 (Homo sapiens), P11229; 0.33% of 360,000 active; AID 588814, 2011;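 active = activation above the run's mean compound activation plus 3 SD, cut at about 16% in these data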;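 note: peak over basal fluorescence ratio within a 140 s kinetic read after compound addition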
Target sequence (P11229 whole entry, looked up): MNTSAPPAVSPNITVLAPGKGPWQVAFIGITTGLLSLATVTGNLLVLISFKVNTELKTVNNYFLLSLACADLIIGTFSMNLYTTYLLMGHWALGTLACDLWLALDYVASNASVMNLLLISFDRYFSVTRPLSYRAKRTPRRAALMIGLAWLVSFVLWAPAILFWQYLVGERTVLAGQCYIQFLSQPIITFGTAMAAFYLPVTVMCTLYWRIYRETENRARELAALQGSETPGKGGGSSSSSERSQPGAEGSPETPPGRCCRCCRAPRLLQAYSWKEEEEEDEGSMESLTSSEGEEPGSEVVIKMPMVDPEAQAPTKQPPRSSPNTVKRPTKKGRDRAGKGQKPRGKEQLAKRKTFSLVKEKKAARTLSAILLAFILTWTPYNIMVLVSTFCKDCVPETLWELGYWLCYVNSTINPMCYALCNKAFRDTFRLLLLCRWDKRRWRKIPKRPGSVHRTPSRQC
OXTR potentiate = human OXTR potentiators, primary screen, fluorescence, CHO-OTR cells, Fluo-8 calcium. Fluo-8 calcium fluorescence, potentiator mode; 0% = oxytocin EC15, 100% = EC100. activation, % at 3 µM. 0.061% of 320,000 active. AID 2445, 2010. Oxytocin receptor (Homo sapiens), P30559;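 active = activation above that plate's cutoff, the mean activation of tested compounds plus 3 SD, cut at about 6.6% in these data, passing the limit was not always enough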;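 note: 100% uses oxytocin at 75 nM as the full agonist control; some results filed as inactive read as strong as hits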
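Material: CHO-OTR cells, human receptor; compound dosing: single dose, 3.0 µM nominal final compound concentration; schedule: 6 min compound pre-incubation at room temperature, 100 s kinetic read; measured by: kinetic Fluo-8 calcium fluorescence; read-out basis: % activation vs EC15 and EC100 oxytocin; controls: EC15 oxytocin alone as 0%, 75 nM oxytocin as 100%; replicates: singlicate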
TAAR1 antagonist = human TAAR1 antagonists, primary screen, Fluo-8 calcium fluorescence, CHO RD-HGA16 cells. AID 624466, 2012. antagonist. inhibition, % at 3 µM. 1.5% of 360,000 active. Trace amine-associated receptor 1 (Homo sapiens), Q96RJ0;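 active = inhibition above a per-plate cutoff, the mean inhibition of test compounds on that plate plus 3 SD, cut at about 49% in these data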;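 note: 0% = DMSO plus EC80 beta-PEA response and 100% = DMSO alone without agonist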
Target sequence (Q96RJ0 whole entry, looked up): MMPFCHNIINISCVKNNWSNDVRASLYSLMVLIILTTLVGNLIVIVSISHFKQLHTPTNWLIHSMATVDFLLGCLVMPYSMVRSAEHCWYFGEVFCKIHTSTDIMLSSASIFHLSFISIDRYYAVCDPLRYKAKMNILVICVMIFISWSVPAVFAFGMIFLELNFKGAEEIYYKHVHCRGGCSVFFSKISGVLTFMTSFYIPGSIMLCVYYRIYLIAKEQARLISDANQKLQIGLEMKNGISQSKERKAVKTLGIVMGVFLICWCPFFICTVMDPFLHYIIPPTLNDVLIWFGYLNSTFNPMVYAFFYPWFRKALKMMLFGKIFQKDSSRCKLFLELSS
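System: CHO RD-HGA16 cells bearing hTAAR1. Reagent: EC80 β-phenethylamine stimulus. Schedule: seeding 17-24 h prior, 75-min 37 °C, 30-min RT dye loading. Signal: Fluo-8 intracellular calcium dye fluorescence, real-time kinetic reads. Read-out: % inhibition from peak post-agonist over basal fluorescence ratio. Benchmarks: vehicle wells and EC80 agonist wells. Replicates: n of 1.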
TAAR1 agonist = human TAAR1 agonists, primary screen, Fluo-8 calcium fluorescence, CHO RD-HGA16 cells; activation, % at 3 µM; Trace amine-associated receptor 1 (Homo sapiens), Q96RJ0; AID 624467, 2012; 0.99% of 360,000 active; vehicle wells 0%, saturating PEA agonist 100%;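 active = activation above the mean activation of all test compounds in the run plus 3 SD, cut at about 38% in these data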
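Signal – calcium-sensitive Fluo-8 signal, excitation 470-495, emission 515-575 nm · System – RD-HGA16 (CHO) cells co-expressing Gα16 and hTAAR1 · Incubation – 17-24 h seeding, 75 min 37 °C dye, 30 min RT · Compound dosing – 3 µM single concentration · Repeats – no replicates (n 1)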
CHO-K1 Ca ag = counter-screen for M1 agonists: effect in parental CHO-K1 cells. Fluo-8 calcium fluorescence; scaled to maximal ATP response, vehicle zero. activation, % at 3 µM. 0.48% of 360,000 active. AID 602248, 2012; in the data active = activation above about 15%;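 note: untransfected CHO-K1 host cells lacking M1 receptor as counterscreen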
CHO-K1 Ca antag = M1 antagonist counterscreen hit in parental CHO-K1 cells. ATP-induced calcium, Fluo-8 fluorescence. inhibition, % at 3 µM. 0.6% of 360,000 active. AID 602250;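 active = inhibition above a per-plate cutoff, the plate's mean sample inhibition plus 3 SD, cut at about 24% in these data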;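 note: 0% = DMSO plus EC80 ATP and 100% = DMSO alone without ATP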
CHO parental Ca = ATP-evoked calcium signal inhibitors, parental CHO, primary screen, counter-screen for OX1R antagonist project, cell-based, fluorescence, Fluo-8 calcium dye; parental CHO-K1, ATP-induced calcium, Fluo-8 fluorescence; inhibition, % at 5.6 µM; 0.63% of 330,000 active; AID 463079, 2010;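 active = inhibition above that plate's mean sample inhibition plus 3 SD, cut at about 26% in these data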;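 note: 0% = ATP-challenged DMSO wells and 100% = DMSO wells without ATP; some compounds past the cut are filed as inactive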
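Assay system: untransfected parental CHO cell line. Also added: ATP agonist challenge. Dosing: one dose, 5.6 µM nominal. Measured by: Fluo-8 fluorescence. Read-out: % inhibition. Benchmarks: ATP wells versus no-ATP DMSO wells. Repeats: no replicates.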
V1R ag counter = agonists of human V1a receptor, primary screen, counter-screen for OXTR agonist project, fluorescence, CHO-V1R cells | 0.25% of 320,000 active | activation, % at 3 µM | Vasopressin V1a receptor (Homo sapiens), P37288 | Fluo-8 calcium fluorescence, agonist mode; 0% DMSO, 100% 3 nM vasopressin;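 active = activation above the mean activation of all tested compounds plus 3 SD, per screening run, cut at about 20% in these data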;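 note: signal is peak over basal fluorescence ratio across a 100 second FLIPR read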
* hit, by the source's call; x = no result given; & = joins results of further samples. Not all compounds are listed (hit frequency here may not be typical).

SMILES	M1 PAM parental	M1 ag	OXTR potentiate	TAAR1 antagonist	TAAR1 agonist	CHO-K1 Ca ag	CHO-K1 Ca antag	CHO parental Ca	V1R ag counter
C=C1C(=O)OC2C1CCC(C)C1(O)C=CC(=O)C21C (stereo not drawn)	7	-1	x	5	0	0.1	2	x	x
CCCCCn1c(=O)c(C(=O)NC(C)c2ccccc2)c(O)c2ccccc21 (stereo not drawn)	6	0	0	-1	1	1.4	-5	-11	-0.3
CCOC(=O)c1c(-n2c(C)cc(C=C3C(=O)NC(=S)NC3=O)c2C)sc2c1CCCC2	23	-8	7	x	x	0.3	-14	-8	-0.1
FC(F)(F)c1ccc(CN2CCNCC2)cc1	7	-14	-5	-10	2	0.6	9	-9	2.8
Cc1cc(-c2cc(C)c(N)c(C)c2)cc(C)c1N	-4	-1	x	-9	1	0.6	-13	x	x
O=C1CC(=O)N(Cc2ccccc2)C(=O)N1CCCCCCN1C(=O)CC(=O)N(Cc2ccccc2)C1=O	8	-3	-6	-14	2	0.0	-4	2	0.2
CN(C)C(=O)Oc1ccc(-c2cn3cc(C(F)(F)F)ccc3n2)cc1	13	-8	-8	-1	0	1.3	-7	-2	0.6
CN(C(=O)Oc1ccc([N+](=O)[O-])cc1)c1ccccc1	10	-7	-4	19	4	0.9	0	9	1.0
Cc1c(CC(=O)N2C[C@H]3C[C@@H](C2)c2cccc(=O)n2C3)c(=O)oc2c(C)c(O)ccc12	11	-7	-3	-11	0	0.2	-3	-9	-0.1
O=C(CN1CCCC1=O)Nc1ccccc1	13	-1	-9	-1	19	0.6	-9	-2	-0.6
Cc1cccc(-n2c(O)c(C=Nc3ccc(S(N)(=O)=O)cc3)c(=O)[nH]c2=O)c1	1	-2	-5	6	6	0.0	3	-2	1.1
CCCCCSc1cc(OC)c(CCNC)cc1OC	-6	-8	-16	-10	37	0.8	8	-8	7.2
C[C@@H]1CN([C@H](C)CO)C(=O)CCCn2nncc2CO[C@@H]1CN(C)C(=O)Oc1ccccc1	9	-5	x	3	1	0.0	-9	x	x
O=[N+]([O-])c1ccc(CNCCc2ccccc2)cc1	7	-9	-6	-7	65*	0.4	-6	-27	0.0
CN(C)C(=O)Oc1ccc(Br)c2ccccc12	12	-8	6	-7	2	-0.1	-9	-6	-1.6
C=C[C@@H]1C2=CCOC(=O)C2=CO[C@H]1O[C@@H]1O[C@H](CO)[C@@H](O)[C@H](O)[C@H]1O	21	-3	-2	17	0	2.5	-16	1	0.6
CN(CC=CCN(C)P(=S)(N1CC1)N1CC1)P(=S)(N1CC1)N1CC1	6	-5	x	-8	2	6.1	0	x	x
CC(Cc1ccccc1)NC(=O)CN1CCCC1=O (stereo not drawn)	-14	-2	-5	-2	30	-0.1	9	-6	0.0
Cc1cc(/C=C2/C(=O)NC(=O)N(Cc3ccco3)C2=O)c(C)n1-c1ccc(C(=O)O)cc1	18	-6	-6	2	5	0.4	-5	-9	0.1
CCCN1CCC[C@@H]2Cc3nc(N)ncc3C[C@H]21	x	x	-2	3	1	x	x	-11	0.3
O=C1C2(Cl)C3(Cl)C4(Cl)C(Cl)(Cl)C5(Cl)C3(Cl)C1(Cl)C5(Cl)C24Cl (stereo not drawn)	3	-6	-6	64*	33	1.8	-13	49*	0.1
CCOC(=O)c1c(/N=C/C2C(=O)NC(=O)NC2=O)sc2c1CCC2	-8	-4	-16	0	-1	-0.7	4	-9	-0.8
S=C(N1CCCCCC1)N1CC1	4	-4	x	-1	5	1.5	-12	x	x
CC(=O)N1CN2CN(C(C)=O)CC(C(=O)c3ccc(Br)cc3)(C2)C1	15	-2	-2	-15	13	0.3	-10	-8	-0.2
CCC(=NCCO)c1c(O)n(C2CCCCC2)c(=O)[nH]c1=O	19	-3	-5	-12	15	0.4	-6	-8	0.6
CCC(C)(C)c1ccc(O)cc1	2	-1	1	-23	2	0.6	-20	1	0.6
CC(C)c1ccc(C2N3CCCN23)cc1 (stereo not drawn)	18	-7	-1	-15	4	-0.4	-4	-5	-0.6
CCN(CC)C(=O)c1ccc(NC(=O)c2ccc(N3CCCC3=O)cc2)cc1	5	-3	2	-18	1	1.0	0	-7	0.6
CCN(CC)c1ccc(N=Cc2c(O)n(-c3ccc(OC)cc3)c(=O)[nH]c2=O)cc1	12	-2	-4	-12	5	0.3	-5	4	1.5
O=C1NC(=O)C(Cc2ccccc2)(Cc2ccccc2)C(=O)N1Cc1ccccc1	14	11	x	60*	0	-0.2	-14	x	x
CCOc1cccc(N2C(=O)CC(=O)NC2=O)c1	18	-2	-1	10	3	0.5	-13	1	1.7
Cc1nc2ncnn2c(C)c1CCC(=O)N1CCC2(CC1)OCCO2	8	-2	0	-7	0	0.1	4	-4	0.3
C=CCn1c(O)c(C(CC)=NCc2ccc3c(c2)OCO3)c(=O)[nH]c1=O	-1	-1	-10	-21	1	3.3	-4	-36	3.9
Cc1ccc(-n2c(-c3cccs3)nc3ccccc3c2=O)cc1	7	-4	-4	-10	11	0.2	-4	-24	-1.4
COC(=O)N1C(c2ccccc2)C1c1ccccc1 (stereo not drawn)	12	-6	-5	3	0	2.8	-8	2	0.1
CC(C)[C@H]1C(=O)O[C@H](C(C)C)C(=O)N(C)[C@@H](C(C)C)C(=O)O[C@H](C(C)C)C(=O)N(C)[C@@H](C(C)C)C(=O)O[C@H](C(C)C)C(=O)N1C	5	8	-9	x	x	15	-1	24	11
COc1cc(C(=O)NC(=S)N2C[C@H]3C[C@H](C2)c2cccc(=O)n2C3)cc(OC)c1OC	16	1	-7	-31	2	0.1	-1	0	-0.4
O=C(NCC1=C(c2cccc3ccccc23)C[C@@H]2CC[C@H]1N2Cc1ccco1)c1ccncc1	0	-9	x	-15	2	0.3	-2	x	x
N#CCCn1cc(C(=O)O)c(-c2cccc([N+](=O)[O-])c2)n1	17	-1	-11	-15	2	2.0	-16	0	-0.5
COC(=O)C1C(C(=O)O)C2(Cl)C(Cl)=C(Cl)C1(Cl)C2(Cl)Cl (stereo not drawn)	32	-1	x	-2	5	0.2	-21	x	x
O=C(NCC1=C(c2ccc3ccccc3c2)C[C@@H]2CC[C@H]1N2Cc1ccco1)c1nccs1	-6	-11	x	-6	2	-0.1	6	x	x
CCCCN1CCC(C#N)(Nc2ccccc2)CC1	-5	-5	-2	-1	4	-0.3	12	-4	-0.3
CC12CCCCC1=NC(c1ccc(Br)cc1)N2O (stereo not drawn)	15	-8	0	16	-1	0.0	-13	-12	0.4
O=C1NC(=O)C(=Cc2ccc(Sc3ccccc3)o2)C(=O)N1	1	-5	-6	12	21	0.7	0	-5	0.3
CCSc1nnc(C(N)Cc2ccccc2)o1 (stereo not drawn)	4	-1	-10	8	4	0.0	-3	-5	0.2
CN1C(=O)C(C2CCCCC2)C(=O)N(C)C1=O	8	-4	x	-22	2	0.4	-11	x	x
Cc1ccccc1C1=NCC(=O)N(CC(=O)NCc2ccco2)c2sc3c(c21)CCCC3	12	-5	-7	-11	16	0.6	-19	-24	-0.2
CCN(CC)P(=O)(NC(=O)C(Cl)(Cl)Cl)N(CC)CC.[Cl-].[Cl-].[Cl-].[Nd+3]	-21&15	-1&-2	0	18&10	15&24	0.9&-0.1	2&-12	-10	0.3
CC1(C)COC(Nc2cccc(Cl)c2)=N1	2	-6	-4	3	1	-0.2	-8	-7	2.1
O=C(O)c1c[nH]c2ccc(S(=O)(=O)N(CCCl)CCCl)cc12	14	-3	-4	-11	3	0.0	-5	-7	0.3
Cc1ccc2c(c1)N(C(=O)CCC(=O)N1CCC3(CC1)OCCO3)CC(C)O2 (stereo not drawn)	-6	-4	-4	-16	2	0.0	-3	-9	-0.5
O=c1[nH]c(=O)n(Cc2ccco2)c(O)c1C=NCc1ccco1	17	-5	1	7	8	0.2	-9	-8	0.2
Cn1cc(C(=O)OCC(=O)NC2(C#N)CCCC2)c2ccccc21	-13	-5	-5	-5	2	0.1	3	-7	1.3
Cc1cccc(-n2c(C)nc3cc(C(=O)N4CCC5(CC4)OCCO5)ccc32)c1	20	-5	-2	16	5	0.8	-9	-13	1.1

For reference, part of the list above.
SMILES	M1 PAM parental	M1 ag	OXTR potentiate	TAAR1 antagonist	TAAR1 agonist	CHO-K1 Ca ag	CHO-K1 Ca antag	CHO parental Ca	V1R ag counter
CC12CCCCC1=NC(c1ccc(Br)cc1)N2O (stereo not drawn)	15	-8	0	16	-1	0.0	-13	-12	0.4
O=C1NC(=O)C(=Cc2ccc(Sc3ccccc3)o2)C(=O)N1	1	-5	-6	12	21	0.7	0	-5	0.3
CCSc1nnc(C(N)Cc2ccccc2)o1 (stereo not drawn)	4	-1	-10	8	4	0.0	-3	-5	0.2
CN1C(=O)C(C2CCCCC2)C(=O)N(C)C1=O	8	-4	x	-22	2	0.4	-11	x	x
Cc1ccccc1C1=NCC(=O)N(CC(=O)NCc2ccco2)c2sc3c(c21)CCCC3	12	-5	-7	-11	16	0.6	-19	-24	-0.2
CCN(CC)P(=O)(NC(=O)C(Cl)(Cl)Cl)N(CC)CC.[Cl-].[Cl-].[Cl-].[Nd+3]	-21&15	-1&-2	0	18&10	15&24	0.9&-0.1	2&-12	-10	0.3
CC1(C)COC(Nc2cccc(Cl)c2)=N1	2	-6	-4	3	1	-0.2	-8	-7	2.1
O=C(O)c1c[nH]c2ccc(S(=O)(=O)N(CCCl)CCCl)cc12	14	-3	-4	-11	3	0.0	-5	-7	0.3
Cc1ccc2c(c1)N(C(=O)CCC(=O)N1CCC3(CC1)OCCO3)CC(C)O2 (stereo not drawn)	-6	-4	-4	-16	2	0.0	-3	-9	-0.5
